RNase H inhibition – RNase H inhibition, HIV 1 Gag Pol polyprotein, FRET biochemical assay, screening (AID 372); HIV-1 RT RNase H, FRET RNA/DNA substrate fluorescence; higher % means a stronger effect; inhibition, % at 10 µM, or IC50 in µM where a hit was titrated; actives 0.77% (n = 100,000); in the data active = inhibition above about 50%
Starred values were filed as active, the others as inactive.

SMILES	RNase H inhibition
O=C(C[n+]1cccc(C(=O)Nc2ccccc2)c1)c1ccccc1	9%
Cc1ccc(N2C(=O)CC(NCc3ccccc3)C2=O)cc1 (centres undefined)	4%
COc1cc(C=C2C(=O)NC(=O)NC2=O)cc(Cl)c1OCCOc1ccccc1C	0%
CCOC(=O)c1oc2c(c1C)/C(=N/OC(=O)c1ccccc1Cl)CCC2	8%
Cc1nnc(NC(=O)C(C)Oc2ccc(Cl)cc2Cl)s1 (centres undefined)	2%
CC(C)Oc1ccc(C(=O)Nc2cc(-c3nc4ncccc4o3)ccc2Cl)cc1	20%
COc1cccc(N(CC(=O)Nc2ccccc2Cl)S(=O)(=O)c2ccccc2)c1	5%
CN(C)c1cccc(NC(=O)c2cc(F)c(F)cc2Cl)c1	7%
CC(C)(C)c1ccc(OCC(=O)Nc2ccc(N3CCOCC3)c(Cl)c2)cc1	14%
O=C(Nc1cccc(-c2nc3ccccc3s2)c1)c1ccc([N+](=O)[O-])cc1Cl	26%
CCN(CC)CCS(=O)c1ccccc1 (centres undefined)	0%
COC(=O)C1=C(C)N(C)C(C)=C(C(=O)OC)C1c1cc([N+](=O)[O-])ccc1Cl	11%
CN(C)C(=O)C(NC(=O)c1ccccc1)=C1CCCCC1	11%
O=C(c1ccc(-c2ccc(Cl)cc2Cl)o1)N1CCN(c2ccc([N+](=O)[O-])cc2)CC1	16%
Cc1ccc(N2C(=O)NC(=O)/C(=C/c3ccc(C(F)(F)F)cc3)C2=O)cc1	2%
COc1cc(/C=C2\C(=O)NC(=S)N(c3ccc(Cl)cc3)C2=O)ccc1OCC(=O)O	0%
O=C1N/C(=N/N=C\c2ccco2)SC1Cc1ccc(SC(F)F)cc1 (centres undefined)	14%
Cc1ccc(N2C(=O)/C(=C\c3ccc(-c4ccc(Cl)c(C(=O)O)c4)o3)C(=O)NC2=S)cc1	7%
CCN1CCN(CC(O)COc2ccccc2C(C)(C)C)CC1 (centres undefined)	5%
COc1cccc(C(=O)OCC(=O)c2ccc(Cl)cc2)c1	1%
CCOc1cc(C(c2c[nH]c3ccccc23)c2c[nH]c3ccccc23)ccc1OCC(=O)O	16%
Nc1c(Cl)c(Cl)nc(C(=O)N/N=C/c2cccnc2)c1Cl	8%
Cc1oc2ccc(OCc3c(F)cccc3Cl)cc2c1C(=O)O	37%
CC1(C)CC(NC(=O)COc2cccc3ccccc23)CC(C)(C)N1	9%
COc1ccc(C(CC(=O)c2ccc(Cl)cc2)Nc2ccc(Br)cc2)cc1 (centres undefined)	0%
COc1ccc(/C=C/C(=O)c2ccc(I)cc2)cc1OC	18%
O=C(COc1ccccc1)Nc1ccc(NC(=O)c2ccco2)cc1	5%
CCCOc1ccc(/C=N/Nc2nc(-c3ccccc3)nc(C)c2C)c(O)c1	7%
O=C(COc1ccc([N+](=O)[O-])cc1)Nc1ccc(N2CCOCC2)cc1	6%
O=C(Nc1ccc(Cl)c2c1C(=O)c1ccccc1C2=O)c1ccc([N+](=O)[O-])cc1Cl	8%
O=C(c1ccc(Cl)c([N+](=O)[O-])c1)N1CCN(c2ccccn2)CC1	10%
O=C(NC(=S)Nc1ccc(Br)cc1)c1ccccc1Cl	13%
CCN(CC)CCCCCCOc1c(C)cc(C)cc1C	16%
O=C(c1ccc(F)cc1)N1CCN(Cc2ccccc2C(F)(F)F)CC1	7%
CCOc1ccc(C2Nc3ccccc3NC3=C2C(=O)CC(c2ccccc2)C3)cc1 (centres undefined)	5%
Cc1c(Cl)cccc1N1C(=O)C2C3c4ccccc4C(C)(c4ccccc43)C2C1=O (centres undefined)	10%
CC(C)c1ccccc1NS(=O)(=O)c1ccc(F)cc1	0%
Cc1ccc(NC(=O)CN(c2cccc(Cl)c2)S(C)(=O)=O)cc1Cl	11%
CC(=O)c1cccc(N2CN=c3s/c(=C\c4ccccn4)c(=O)n3C2)c1	12%
CCC(Oc1ccccc1)C(=O)Nc1sc2c(c1C(=O)OC)CCC(C)C2 (centres undefined)	7%
O=C(COc1ccc(Br)cc1)Nc1ccc2oc(-c3ccccc3F)nc2c1	10%
O=c1c2c(nc(SCc3ccccc3)n1CC1CCCCC1)-c1ccccc1CC21CCCC1	14%
O=C(Nc1ccc(F)cc1)c1ccc(C(=O)Nc2ccc(F)cc2)cc1	0%
N#Cc1ccccc1N=Cc1ccc(Cl)c([N+](=O)[O-])c1	19%
CCCCCSc1nnc2c(n1)[nH]c1ccccc12	9%
O=C(N/N=C/c1ccc([N+](=O)[O-])o1)/C(=C/C=C/c1ccccc1)NC(=O)c1ccccc1	20%
COc1cc(NC(=O)c2cccnc2)ccc1NC(=O)c1cc2ccccc2o1	8%
Nc1nc2nonc2nc1Nc1ccccc1	12%
COc1ccc(NC(=O)c2cnn3c2NC(c2ccccc2)CC3C(F)(F)F)cc1OC (centres undefined)	20%
O=c1[nH]cc(N=Cc2ccc(O)c(O)c2)c(=O)[nH]1	4%
O=c1cc(-c2ccco2)nc(-c2ccc([N+](=O)[O-])cc2)o1	15%
CC(=O)Oc1ccc(C2C(C(=O)OC(C)C)=C(C)NC3=C2C(=O)CCC3)cc1 (centres undefined)	0%
Cc1cc(C)nc(NC(=O)c2cc(-c3cccc(Br)c3)nc3ccccc23)c1	12%
C/C(=N\NC(=O)c1ccc(Br)o1)c1ccc(N)cc1	15%
CCn1c2ccccc2c2cc(C=Nc3ccc(OC)cc3)ccc21	0%
N#Cc1cccc(N=Cc2ccc([N+](=O)[O-])cc2)c1	10%
CC(NC(=O)C(=O)NCCc1ccccc1)c1ccccc1 (centres undefined)	44%
O=C(Nc1cccc2c1CCCC2)c1ccc(I)cc1	10%
COC(=O)c1sccc1NC(=O)Nc1ccc(Cl)c(Cl)c1	5%
CC(C)COc1ccc(Cc2c(O)nc(N)[nH]c2=O)cc1	19%

In another format: entries from further up
| SMILES | RNase H inhibition |
| --- | --- |
| COc1ccc(NC(=O)c2cnn3c2NC(c2ccccc2)CC3C(F)(F)F)cc1OC (centres undefined) | 20% |
| COc1cccc(C(=O)OCC(=O)c2ccc(Cl)cc2)c1 | 1% |

In a second layout: entries from further up.
SMILES,RNase H inhibition
O=C(COc1ccc(Br)cc1)Nc1ccc2oc(-c3ccccc3F)nc2c1,10%
O=c1c2c(nc(SCc3ccccc3)n1CC1CCCCC1)-c1ccccc1CC21CCCC1,14%
O=C(Nc1ccc(F)cc1)c1ccc(C(=O)Nc2ccc(F)cc2)cc1,0%
N#Cc1ccccc1N=Cc1ccc(Cl)c([N+](=O)[O-])c1,19%
CCCCCSc1nnc2c(n1)[nH]c1ccccc12,9%
O=C(N/N=C/c1ccc([N+](=O)[O-])o1)/C(=C/C=C/c1ccccc1)NC(=O)c1ccccc1,20%
COc1cc(NC(=O)c2cccnc2)ccc1NC(=O)c1cc2ccccc2o1,8%
Nc1nc2nonc2nc1Nc1ccccc1,12%
COc1ccc(NC(=O)c2cnn3c2NC(c2ccccc2)CC3C(F)(F)F)cc1OC (centres undefined),20%
O=c1[nH]cc(N=Cc2ccc(O)c(O)c2)c(=O)[nH]1,4%
O=c1cc(-c2ccco2)nc(-c2ccc([N+](=O)[O-])cc2)o1,15%
CC(=O)Oc1ccc(C2C(C(=O)OC(C)C)=C(C)NC3=C2C(=O)CCC3)cc1 (centres undefined),0%
Cc1cc(C)nc(NC(=O)c2cc(-c3cccc(Br)c3)nc3ccccc23)c1,12%
C/C(=N\NC(=O)c1ccc(Br)o1)c1ccc(N)cc1,15%
CCn1c2ccccc2c2cc(C=Nc3ccc(OC)cc3)ccc21,0%
N#Cc1cccc(N=Cc2ccc([N+](=O)[O-])cc2)c1,10%
CC(NC(=O)C(=O)NCCc1ccccc1)c1ccccc1 (centres undefined),44%

Further entries follow:
SMILES	RNase H inhibition
CCOc1cc(/C=N/Nc2nc(-c3ccccc3)cs2)ccc1O	29%
O=S(=O)(NCCc1ccccc1)c1ccc(F)cc1	0%
COc1ccc2ccccc2c1C=Nc1cccc2c(N=Cc3c(OC)ccc4ccccc34)cccc12	31%
COc1ccc(OCCCCN2CCN(C)CC2)cc1	13%
COC(=O)c1sc(NC(=O)c2ccccc2F)c(C(=O)OC)c1C	4%
COC(=O)c1sc(NC(=O)/C=C/c2cccc([N+](=O)[O-])c2)c(C(=O)OC)c1C	13%
Cc1cccc(NC(=O)CCC(=O)OCC(=O)c2ccc(Br)cc2)c1	1%
O=C(N/N=C/c1cc(Br)cc(Br)c1O)c1ccc(Cl)cc1	0%
CC1=C(C(=O)OC(C)C)C(c2ccc(Cl)cc2)NC(=S)N1 (centres undefined)	7%
O=C(Cc1cccs1)Nc1ccc(Br)cc1C(=O)O	15%
CC(C)COc1ccc(C(=O)Nc2ccc([N+](=O)[O-])cc2)cc1	12%
C/C(=N\N=C1\NC(=O)C(CC(=O)Nc2ccccc2C(F)(F)F)S1)c1ccco1 (centres undefined)	3%
O=C(Nc1ccc2nn(-c3cccc4ccccc34)nc2c1)c1ccc([N+](=O)[O-])o1	13%
Clc1ccc(N2CCN(/N=C\c3ccc4c(c3)OCO4)CC2)cc1	9%
CCOC(=O)c1ccc(N2C(=O)CC(N3CCCCC3)C2=O)cc1 (centres undefined)	2%
CCOc1cc(/C=C2/SC(=S)N(CC)C2=O)cc(Br)c1OCCOc1cccc(OC)c1	3%
COc1ccc(NCN2C(=O)CSC2=O)cc1	3%
CCCCN1C(=O)C(=O)/C(=C(\O)c2ccccc2)C1c1ccccc1[N+](=O)[O-] (centres undefined)	6%
COc1cc(-c2ccccc2O)ncn1	15%
CCOC(=O)c1c(NC(=O)CSc2ccccn2)sc2c1CCC(C)C2 (centres undefined)	39%
O=C(O)c1ccc(-c2nc3sc4c(c3c(=O)[nH]2)CCCC4)cc1	7%
CCOc1ccc(NC(=O)CC2S\C(=N/N=C/C=C/c3ccccc3)NC2=O)cc1 (centres undefined)	8%
CCOc1ccc(N(CC(=O)Nc2cc(Cl)ccc2OC)S(=O)(=O)c2ccccc2)cc1	12%
CCOc1ccc(N2C(=O)CC(NCc3cccnc3)C2=O)cc1 (centres undefined)	6%
O=[N+]([O-])c1cc(/C=N\Nc2c(F)c(F)c(C(F)(F)F)c(F)c2F)c(O)c([N+](=O)[O-])c1	1%
COc1ccc(/C=C/C(=O)NCCCN2CCOCC2)cc1	3%
CSc1ccc(/C=C/C(=O)c2cccc(N)c2)cc1	26%
O=c1c2ccccc2nc(/C=C/c2ccccc2[N+](=O)[O-])n1-c1ccccc1[N+](=O)[O-]	16%
Cc1onc(-c2ccccc2)c1C(=O)Nc1ccc(Cl)cc1Cl	8%
CCOc1ccc(N2C(=O)/C(=C/c3ccc(N(C)C)c(Br)c3)C(=O)NC2=S)cc1	29%
CCOC(=O)c1ccccc1NC(=O)CN(c1ccc(Br)cc1)S(C)(=O)=O	26%
CCOc1cc(/C=N\NC(=O)c2ccc(Br)cc2)ccc1OC(=O)c1cccs1	4%
NC(=O)c1ccccc1N=Cc1ccc2ccccc2c1	7%
Cc1cc(/C=N/n2cnnc2)c(C)n1-c1ccc(Br)cc1	9%
C=C(C)c1cccc(C(C)(C)NC(=O)NCCc2ccccc2)c1	0%
CCOc1ccc(/C=C2\C(=O)NC(=O)N(c3ccc(C)cc3)C2=O)cc1Br	3%
Cc1c(NC(=O)C(C)N2C(=O)c3ccccc3C2=O)c(=O)n(-c2ccccc2)n1C (centres undefined)	7%
CCCOc1ccc(C2C(C(=O)OC)=C(C)NC3=C2C(=O)CCC3)cc1OC (centres undefined)	5%
COc1ccccc1OCCCOc1cc(Cl)ccc1Cl	22%
COc1ccc(N/C(C)=C\C(=O)Nc2ccccc2)cc1	5%
COC(=O)c1c(C)oc2ccc(OC(=O)N3CCOCC3)cc12	20%
O=C(NN=C1CCCCC1)C(=O)Nc1ccc(F)cc1	8%
Oc1ccc(/C=N/Nc2nnc(-c3ccccc3)c(-c3ccccc3)n2)c(O)c1	10%
COc1ccc(CN2CCN(Cc3cccc(Br)c3)CC2)c(OC)c1OC	3%
COc1cc(/C=C2\SC(N)=NC2=O)ccc1OCCOCCOc1ccccc1C	8%
CCc1ccc2oc(-c3ccc(NC(=O)c4ccccc4[N+](=O)[O-])cc3)nc2c1	14%
CC(C)N(Cc1ccccc1)C(=O)c1cccc([N+](=O)[O-])c1	0%
S=C(c1ccc(-c2cc(Cl)ccc2Cl)o1)N1CCOCC1	16%
O=C(NCCN1CCOCC1)C1CCCC1	0%
COc1ccc(NC(=O)/C(C#N)=C/c2cc(C)n(-c3ccc(C(C)C)cc3)c2C)cc1	5%
CCCCCOC(=O)C1=C(C)NC2=C(C(=O)CCC2)C1c1ccc(CC)cc1 (centres undefined)	7%
CC(=O)/C(N=Nc1ccc(C(=O)O)cc1[N+](=O)[O-])=C(\C)O	5%
O=C(/C=C/c1cccc([N+](=O)[O-])c1)Nc1ccc2oc(-c3ccccc3F)nc2c1	45%
COc1cc(Br)c(/C=c2/sc3nc4ccccc4n3c2=O)cc1OC	9%
O=C(/C=C/c1ccccc1Cl)NC1CC2CCC1C2 (centres undefined)	7%
CCOC(=O)Cc1nnc(Nc2ccc(Nc3nnc(CC(=O)OCC)c4ccccc34)cc2)c2ccccc12	8%
CS(=O)(=O)N(Cc1ccc(Cl)cc1)c1ccc(C(=O)N2CCN(c3ccccc3)CC2)cc1	17%
O=c1/c(=C\c2ccc(-c3ccc(F)cc3F)o2)sc2nc3ccccc3n12	26%
CNC(=O)C(C)NC(=O)C12CC3CC(CC(C3)C1)C2 (centres undefined)	6%
CC(=O)NC(NS(=O)(=O)c1ccccc1)(C(F)(F)F)C(F)(F)F	6%
Other entries:
SMILES	RNase H inhibition
O=C(Nc1ccc2ccc3cccc4ccc1c2c34)c1ccccc1	2%
CN(C)CCNC(=O)c1ccc(Cl)cc1Cl	7%
Cc1c(-c2ccc(/C=N/N=C3/NC(=O)CS3)o2)ccc([N+](=O)[O-])c1C	45%
Cc1ccc(-c2nc3cc(Cl)ccc3o2)cc1NC(=O)c1cccc(Cl)c1	15%
Cc1c(NC(=S)Nc2c(C)n(C)n(-c3ccccc3)c2=O)c(=O)n(-c2ccccc2)n1C	6%
O=C(O)c1cccc(Nc2ccnc3cc(Cl)ccc23)c1	14%
O=C(Nc1ccccc1C(=O)O)c1cccc(S(=O)(=O)NC2CCCCC2)c1	8%
COc1ccc(C(=O)N2c3ccc(C)cc3C(Nc3ccc(C)cc3)CC2C)cc1 (centres undefined)	19%
S=C1NCCOCCOCCOCCN1	8%
COC(=O)C1=C(C)NC(C)=C(C(=O)OC)C1c1c(F)cccc1Cl	22%
Cc1ccc2cc(C3=C/C(=C/c4ccc([N+](=O)[O-])cc4)C(=O)O3)ccc2c1	0%

Bioassay records: PubChem BioAssay, MTDP

This is a subset, so the mix of outcomes need not match the whole.
